KDM5B inh: Primary screen for KDM5B Histone Demethylases FDH-coupled qHTS | Lysine-specific demethylase 5B (Homo sapiens), Q9UGL1 | KDM5B demethylase, FDH-coupled NADH fluorescence (FDH is formaldehyde dehydrogenase) | 2.6% of 220,000 active | Potency, µM (top dose mostly 57.7 µM), inactives show at the top dose activity change, negative = inhibition, most hits filed as inhibitors; active means well fitted inhibition curve with a large enough effect; inconclusive means small, poorly fitted or top-dose-only effect; inactive means no such curve, though single readings can be large or run the other way; further: 0% is about no effect; nearly all actives have a fitted effect of over 70% in size
Target sequence (Q9UGL1 whole entry, looked up): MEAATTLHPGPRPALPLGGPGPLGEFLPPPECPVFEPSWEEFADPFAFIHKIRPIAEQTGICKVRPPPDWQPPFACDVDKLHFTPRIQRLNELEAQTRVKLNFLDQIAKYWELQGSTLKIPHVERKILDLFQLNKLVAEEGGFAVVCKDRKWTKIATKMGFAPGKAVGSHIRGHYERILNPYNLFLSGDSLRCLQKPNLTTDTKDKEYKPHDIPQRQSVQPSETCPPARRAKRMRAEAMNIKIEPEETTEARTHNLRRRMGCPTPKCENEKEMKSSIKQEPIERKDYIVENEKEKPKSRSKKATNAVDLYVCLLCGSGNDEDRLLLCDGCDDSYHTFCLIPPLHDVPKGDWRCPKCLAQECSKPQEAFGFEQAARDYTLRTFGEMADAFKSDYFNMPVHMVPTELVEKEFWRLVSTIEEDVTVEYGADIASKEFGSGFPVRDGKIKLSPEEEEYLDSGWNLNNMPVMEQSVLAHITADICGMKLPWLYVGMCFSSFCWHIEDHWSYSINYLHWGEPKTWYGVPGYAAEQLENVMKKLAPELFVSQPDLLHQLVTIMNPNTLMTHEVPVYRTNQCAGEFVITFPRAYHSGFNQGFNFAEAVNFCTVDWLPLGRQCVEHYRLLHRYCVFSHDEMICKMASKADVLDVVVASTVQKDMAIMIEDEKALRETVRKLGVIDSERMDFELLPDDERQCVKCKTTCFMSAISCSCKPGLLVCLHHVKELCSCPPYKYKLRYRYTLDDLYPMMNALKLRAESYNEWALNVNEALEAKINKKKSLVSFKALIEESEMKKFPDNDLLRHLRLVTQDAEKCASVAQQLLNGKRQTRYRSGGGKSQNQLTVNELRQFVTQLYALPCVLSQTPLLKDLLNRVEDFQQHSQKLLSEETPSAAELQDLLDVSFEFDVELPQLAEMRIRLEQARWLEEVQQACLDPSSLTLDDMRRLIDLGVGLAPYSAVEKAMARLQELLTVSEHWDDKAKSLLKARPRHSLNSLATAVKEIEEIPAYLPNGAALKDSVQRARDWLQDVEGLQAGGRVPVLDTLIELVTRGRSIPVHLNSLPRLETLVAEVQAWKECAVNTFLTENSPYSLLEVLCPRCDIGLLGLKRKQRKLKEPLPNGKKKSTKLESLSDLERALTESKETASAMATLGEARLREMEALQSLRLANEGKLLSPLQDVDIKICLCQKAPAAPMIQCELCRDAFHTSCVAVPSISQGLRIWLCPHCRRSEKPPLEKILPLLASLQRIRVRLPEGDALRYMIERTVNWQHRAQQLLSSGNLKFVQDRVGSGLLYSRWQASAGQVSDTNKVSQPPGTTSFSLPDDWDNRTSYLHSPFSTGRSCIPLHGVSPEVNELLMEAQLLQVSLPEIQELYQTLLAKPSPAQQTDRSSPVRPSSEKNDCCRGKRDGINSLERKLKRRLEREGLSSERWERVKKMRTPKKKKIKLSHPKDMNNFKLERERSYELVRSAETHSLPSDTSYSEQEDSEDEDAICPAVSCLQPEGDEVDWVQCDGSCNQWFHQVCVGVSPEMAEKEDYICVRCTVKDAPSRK
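KDM5BΔAP (200 nM final) in 50 mM HEPES pH 7.5, 0.01% Tween-20 was preincubated 10 min at RT with compound over a concentration range. Substrate mix (H3K4me3 12.5 µM, α-KG 25 µM, Fe²⁺, ascorbate, NAD⁺, FDH) was added, and NADH fluorescence change over 30 min gave dose-response curves.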
Starred values were filed as active, the others as inactive; u = inconclusive; & = joins results of further samples; [ ] = dose if it differs, or a comment. Potency means the concentration at half of the fitted maximal effect.

A first look:
SMILES	KDM5B inh
COc1ccc(-c2ccccc2NC(=O)C2CCCN(Cc3ccn[nH]3)C2)cc1 (stereo not drawn)	-24%
O=C(c1cn(C2CNC2)nn1)N1CCOCC1	-15%

The list itself (from the top)
SMILES	KDM5B inh
COc1ccc(-c2ccccc2NC(=O)C2CCCN(Cc3ccn[nH]3)C2)cc1 (stereo not drawn)	-24%
O=C(c1cn(C2CNC2)nn1)N1CCOCC1	-15%
CC1(C)CS(=O)(=O)N(c2ccc(C(=O)Nc3ccc4c(c3)OCO4)cc2)C1=O	5%
O=C(CCN1C(=O)/C(=C/c2ccccc2F)SC1=S)NCCCN1CCOCC1	-3%
O=C(Cn1ccn2nc3c(c2c1=O)CCCC3)NCc1cccs1	20µM*
COc1ccc(CNC(=O)C[C@@H]2[C@H](O)CCC3[C@](C)(CO)[C@H](OC(=O)NC(C)C)CC[C@]32C)cc1 (stereo partly drawn)	19%
CCc1noc(-c2cccn3c(CNC(=O)c4ccc(F)cc4Cl)nnc23)n1	u
CN(C)/C=N/c1nc(-c2ccc3ccccc3c2)cs1	16%
Cc1ccccc1-c1ccnc2c(-c3ccc(F)cc3)c(C)nn12	u
N#CCN(C(=O)c1ccccc1)C1CC1	8%
CN(c1ccccc1)c1ccc2nnc(-c3ccccn3)n2n1	17%[86.2 µM]
COc1cccc(S(=O)(=O)NCc2ccc(C(=O)NCc3ccccn3)cc2)c1	-7%
CC(C)c1ccc(OCC(=O)NNC(=S)NC(=O)c2ccco2)c(Br)c1	0%
COc1cc(C(=O)N2CC(=O)Nc3ccc(C)cc3C2c2ccc(F)cc2)cc(OC)c1OC (stereo not drawn)	-3%
COc1ccccc1N1CCN(C(=O)C(N)c2c(C)n[nH]c2C)CC1(C)C (stereo not drawn)	u
Cc1cc(C)c2c(n1)SCCN2C(=O)Nc1ccc(C(=O)Nc2ccc(C(C)C)cc2)cc1	-29%
COc1ccccc1CNS(=O)(=O)c1cc(Br)cc2c1N(C(C)=O)C(C)C2 (stereo not drawn)	2%
COc1cccc(C(=O)/C(=C/c2ccccn2)c2nc3ccccc3o2)c1	u
CC(C)C(NC(=O)N1CCC(NS(=O)(=O)c2cccs2)CC1)c1ccc(F)cc1 (stereo not drawn)	-12%
N#CCCCN1CCCCC1	26%
Oc1cccc(C=Nc2cccc3ccccc23)c1	u
Cc1nnc(-c2cc(-c3cccc(OC(F)(F)F)c3)ccn2)n1CCN1CCOCC1	-11%[86.2 µM]
CN1CCN(NC(=O)c2ccc(Cl)cc2Cl)CC1	18%
CC(=O)N1C[C@@H](CN(C)C)[C@H](NS(=O)(=O)c2cccc(C#N)c2)C1	-3%
COc1ccc(-c2ccc3ncc(Nc4ccc(OC)c(OC)c4)n3n2)cn1	u
COCCN1CCN(C[C@@H]2C=C(C)[C@H](Cc3nnc(-c4ccc(N(C)C)cc4)o3)C[C@H]2C(C)C)CC1	u
COc1ccc2c(c1)Cc1sc(NC(=O)c3ccccc3C)nc1-2	u
O=C(CCc1ncc(-c2c(F)cccc2F)o1)NCc1ccccc1	19%
Cc1noc(-c2cn(C3CCN(C(=O)c4cccc(F)c4)CC3)nn2)n1	-19%
COCCn1cnc2c1c(=O)n(CC(O)COc1ccc(C(C)(C)C)cc1C)c(=O)n2CC(C)C (stereo not drawn)	0%
COc1ccc(-c2nc(CSCC(=O)NCc3ccc(F)cc3)c(C)o2)cc1OC	u
O=C(NCCc1ccccc1)C(=O)NCC1OCCN1S(=O)(=O)c1cccs1 (stereo not drawn)	6%
Cc1ccc(S(=O)(=O)N2CCN(C3CCN(CCc4ccccc4)C3=O)CC2)cc1C (stereo not drawn)	-2%
Cn1c(=O)[nH]c(=O)c2c1nc(NCCO)n2CCOc1ccccc1	15%
O=C(NC1CC1)c1cc(-c2ccccc2Cl)nc2ccccc12	19%
Cc1ccc(C(=O)O)cc1I	-6%
COc1ccc(OCCn2c(NC(=O)c3ccc(OC)cc3)nc3ccccc32)cc1	u
CCN(CC)S(=O)(=O)c1ccc(C)c(NC(=S)N2CCN(c3ccccn3)CC2)c1	-10%
CC(=O)Oc1ccc(-c2cc3ccccc3oc2=O)cc1	u
CC(C)=CC1C(C(=O)NC23CC4CC(CC(C4)C2)C3)C1(C)C (stereo not drawn)	-17%

Three of these compounds in another layout:
molecule | KDM5B inh
CCN(CC)S(=O)(=O)c1ccc(C)c(NC(=S)N2CCN(c3ccccn3)CC2)c1 | -10%
COc1ccc2c(c1)Cc1sc(NC(=O)c3ccccc3C)nc1-2 | u
Oc1cccc(C=Nc2cccc3ccccc23)c1 | u

Continued:
SMILES	KDM5B inh
CCOc1ccc(C(=O)N[C@@H]2CN(C)C[C@H]2CN(C)C)cc1	u
Cc1ccccc1NC(=O)N1CCC(CCNC(=O)Cc2ccccc2F)CC1	-5%
O=C(Cn1nnc(-c2ccc(F)cc2)n1)Nc1cccc(S(=O)(=O)N2CCCC2)c1	-14%
O=c1c2cnc3ncnn3c2ccn1-c1cc(Cl)ccc1Cl	u
C=CCN(Cc1cccs1)C(=O)/C=C/c1ccccc1	30%[activator]
O=C(NCc1ccc(Cl)cc1)c1cc2ccc3cccnc3c2[nH]1	-17%
Clc1ccc(CNCCN2CCCC2)cc1	18%
COc1cc(C(=O)Nc2sc(C(=O)OC(C)C)c(C)c2C#N)cc(OC)c1OC	4%
O=C(Cc1cnc2ccccn12)N[C@@H]1CCOC[C@H]1Oc1ccccn1	u
COCCC1(NS(C)(=O)=O)CCN(C(=O)NCC(C)C)CC1	14%
Cc1cc2ccccc2n1CC(=O)NCc1ccccc1	15%
COCc1nnc2n1CCC(NC(=O)C1(c3ccccc3)CCCC1)CC2 (stereo not drawn)	22%
COc1ccc(-n2nc(C)c3c2NC(=O)CC3c2ccccc2OCC(C)C)nn1 (stereo not drawn)	18%
C/C(=N\NC(=O)c1cccs1)c1ccccn1	23%
Cc1c(C(=O)NC2CCS(=O)(=O)C2)nnn1-c1ccccc1F (stereo not drawn)	35%
CN(Cc1ccsc1)C(=O)c1ccc(C#CC(C)(C)O)o1	u
O=C(CN1CCC2(CC1)CC(c1ccccc1)C(=O)N2)NCC1CCCCC1 (stereo not drawn)	2%
c1cncc(CN2CC(Oc3ccc4c(c3)OCO4)C2)c1	4%[149 µM]
Cn1cc(CNC(=O)C[C@@H]2C[C@H]3O[C@H](CNC4CCCC4)[C@@H](O)[C@H]3O2)cn1	-25%[86.2 µM]
CCC1(N2CCN(S(=O)(=O)c3ccc(F)c(C)c3)CC2)CCN(S(C)(=O)=O)C1 (stereo not drawn)	-3%
Cc1[nH]c2ccccc2c1-c1csc(NC(=O)C2CCC2)n1	-11%
COc1cn(CC(=O)Nc2ccc(C(F)(F)F)cc2)c(CN2CCN(C(C)=O)CC2)cc1=O	4%
COc1ccc2nc(C)c3c(c2c1)OC(C(C)(Cl)Br)C3 (stereo not drawn)	u
O=C1C(Nc2ccccc2)=CC(c2ccccc2F)N1c1ccccc1 (stereo not drawn)	u
Cc1ccc(CSc2oc(-c3ccco3)nc2S(=O)(=O)c2ccc(Cl)cc2)cc1	u
Cc1cc(-c2cc3c(cn2)CN(CC2CCOCC2)CCN3)ccn1	35µM*
CC(C)n1c(SCC(=O)NCc2cccs2)nnc1-c1ccc2c(c1)OCCCO2	23%
CC(C)c1nc2nccc(-c3ccccc3)n2n1	28µM*
CCOc1cc(-c2ccc(OC(=O)c3ccc(C)cc3)c(OC)c2)cc(=O)c2c(C)oc(C)c12	u
COc1ccc2[nH]c3c(c2c1)CCNC31CCN(C(=O)c2ccc(OC)nc2OC)CC1	u
Cc1ccc(-c2csc(NC(=O)c3cc(=O)c4ccccc4o3)n2)cc1C	9%
Cc1ncc2n1C(=O)N(C1CCN(Cc3ccsc3)CC1)C2	-13%&-31%[86.2 µM]
CCc1ccc2oc(=O)cc(-c3oc4ccccc4c3NC(C)=O)c2c1	-10%
COc1ccc(N2CCN(C(=O)c3ccc4c(c3)CCN4S(=O)(=O)c3ccccc3)CC2)cc1	-17%
COc1cc(NC(=S)N[C@H]2CO[C@H]3[C@@H]2OC[C@@H]3n2nnnc2Oc2cccc(N3CCOCC3)c2)cc(OC)c1	-29%
Cc1cccc(OCCc2noc(C3CCCN3C(=O)c3cn(C)cn3)n2)c1 (stereo not drawn)	-7%
COc1ccc(CNC(=O)c2nc(CC(=O)Nc3cccc4ncccc34)no2)cc1	u
O=C(O)CCCC(=O)N1N=C(c2ccsc2)CC1c1ccc(F)cc1 (stereo not drawn)	u
Cc1cc(C)n(CC(=O)N2CCCC(C)(Cc3ccc4c(c3)OCO4)C2)c(=O)n1 (stereo not drawn)	-24%
COc1ccc(-c2cc3nc(C)c(CCC(=O)Nc4ccccc4C(C)=O)c(C)n3n2)c(OC)c1	u
COc1ccccc1OCc1cc(C(=O)N2CCC(C(C)(C)O)CC2)n[nH]1	u
Cc1ccc(NC(=O)c2ccc(Cn3cc(Cl)cn3)o2)c(C)c1	8%
COc1ccc(C(=O)NC2CCN(c3cc(-c4ccc(Cl)cc4)[nH]n3)C2)c(C)c1 (stereo not drawn)	u
CCN1CC(c2ccccc2)CC2(CCN(C(=O)CCn3cccn3)CC2)C1 (stereo not drawn)	1%
COc1ccccc1CNC(=O)CCC1N=C2c3ccccc3N=C(SCc3cccc(Cl)c3)N2C1=O (stereo not drawn)	6%
Cc1cc(-c2[nH]c3ccccc3c2C=O)c(C)s1	u
CCCn1ccc2c(OCC(=O)Nc3ccccc3C(F)(F)F)cccc2c1=O	-14%
COCCCn1c(SCc2ccccc2F)nc2c(sc3ccccc32)c1=O	-51%
CCOc1ccc(C(CC(=O)Nc2cc(OC)cc(OC)c2)N2Cc3ccccc3C2=O)cc1OC (stereo not drawn)	1%
OCC1(Cc2ccccc2)CCN(Cc2cccc(F)c2F)CC1	32%
CCOc1ccc(-c2cc(CCCC(=O)NCCc3cc(OC)c(OC)c(OC)c3)no2)cc1	-19%
O=C(c1cccc(F)c1)N(Cc1ccco1)C1CC1	13%
COCCCNC(=O)C1CCCN(C(=O)Cc2c[nH]c3ccccc23)C1 (stereo not drawn)	-9%
CC(C)c1ccc(S(=O)(=O)N2CCN(C(=O)c3cn[nH]c3-c3ccccc3)CC2)cc1	19%
OC[C@@H]1CNC[C@H]1C1CCN(Cc2ccncc2)CC1	-34%
CC1CCC2(CC1)NC(=O)N(CC(=O)Nc1cc(F)cc(F)c1)C2=O (stereo not drawn)	-7%
COCCCNc1nc2c(S(=O)(=O)c3cc(C)ccc3C)nnn2c2ccccc12	u
Cc1ccc(NS(=O)(=O)c2ccc(N/N=C/c3cc(C)ccc3C)c([N+](=O)[O-])c2)c(C)c1	-3%
Cc1ccc(CNC(=O)c2ccc3c(c2)CN(Cc2ccc(O)c(F)c2)CCO3)cc1	-5%
CCc1cccc(NC(=O)Nc2cn(C)c(=O)c3ccccc23)c1	u

The list goes on.
SMILES	KDM5B inh
COc1cccc(N2CCN(C(=O)C3CCCN(S(=O)(=O)c4ccc(Br)s4)C3)CC2)c1 (stereo not drawn)	-21%
COc1cccc(C(=O)N2CCCC(n3cc(-c4nc(-c5ccccc5)no4)nn3)C2)c1 (stereo not drawn)	1%
Cc1ccc(Cl)cc1NC(=O)c1ccc(NC(=O)N2CCSc3ncccc32)cc1	u
Clc1ccc(-c2cc3ccccn3c2)cc1	u
CCN(CCOc1ccc(C#N)cc1)Cc1ccccc1	24%
CC(C)c1ccc(NC(=O)C2CC(=O)NC(N3CCN(c4ccccc4)CC3)=N2)cc1 (stereo not drawn)	17%
CNC(=O)c1ccc(CN(C(=O)Cc2ccc(C)s2)C2CC2)cc1	16%
S=c1[nH]nc(-c2cccnc2)n1/N=C/c1ccccc1	-25%
CC(C)[C@@H](CO)NC(=O)[C@H](NC(=O)C(c1ccccc1)c1ccccc1)c1ccccc1	-4%
COc1ccccc1C(=O)NCCC(=O)NCC(c1ccccc1)N(C)C (stereo not drawn)	31%[activator]
CNC(=O)[C@@H]1CN(Cc2cc(C(F)(F)F)ccc2Cl)C[C@H]1CO	17%
COc1ccccc1C(=O)Oc1c(Sc2ccccc2)c(C)nn1C(C)(C)C	-15%
O=C(COc1ccc2c(c1)CCC(=O)N2)NOCc1ccccc1	-9%
CC(CNC(=O)CN1C(=O)COc2ccc(S(=O)(=O)N3CCCCCC3)cc21)c1ccccc1 (stereo not drawn)	u
COc1cc(-c2[nH]ncc2CN2CCN(c3ccc(Cl)cn3)CC2)cc(OC)c1OC	15%

Some of these compounds in order of heavy-atom count, largest number first:
SMILES	KDM5B inh
CC(CNC(=O)CN1C(=O)COc2ccc(S(=O)(=O)N3CCCCCC3)cc21)c1ccccc1 (stereo not drawn)	u
CC(C)c1ccc(NC(=O)C2CC(=O)NC(N3CCN(c4ccccc4)CC3)=N2)cc1 (stereo not drawn)	17%
COc1ccccc1C(=O)Oc1c(Sc2ccccc2)c(C)nn1C(C)(C)C	-15%
CNC(=O)c1ccc(CN(C(=O)Cc2ccc(C)s2)C2CC2)cc1	16%
CNC(=O)[C@@H]1CN(Cc2cc(C(F)(F)F)ccc2Cl)C[C@H]1CO	17%
CCN(CCOc1ccc(C#N)cc1)Cc1ccccc1	24%

Source: PubChem

An excerpt. The share of hits here may be higher or lower than overall.
